# Assay outcomes (PubChem BioAssay)
# Hsp90 inh – displaces geldanamycin probe from tumor Hsp90; P07900; NCI-N417 lysate Hsp90, Cy3B-geldanamycin FP displacement; inhibition, % at 30 µM; hit rate 0.35% among 64,000; AID 429;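 active = inhibition above 50%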;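 note: 0% = tracer plus lysate wells and 100% = tracer alone without lysate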
# AP ELISA ortho – alternative pathway complement inhibition, orthogonal assay. inhibition, % at 5 µM. Human serum alternative complement pathway, LPS-coated ELISA, C3 deposition; tested in compound mixtures. hit rate 0.08% among 62,000;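 active = inhibition above 30% in each of the two pooled mixtures holding the compound, so the lower value exceeds 30%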;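 note: 0% = serum in Mg-EGTA without compound and 100% = EDTA serum blank; some compounds past the cut are filed as inactive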
#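 Assay system: human serum alternative complement pathway, C3 deposition on LPS-coated wells; Dosing: 5 µM per compound in ten-compound mixtures; Detection: Anti-C3 ELISA, OD 450 nm; Buffer or medium: Mg2+-EGTA GVB++ buffer containing human serum at 1:15 dilution; Timing: 1 h at 37 °C; Replication: two different pools per compound.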
# CatB mix inh – inhibitors of human cathepsin B in compound mixtures | Purified cathepsin B, AMC dipeptide fluorescence | inhibition, %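 (ten-compound pools at 5 µM per compound and 50 µM total)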 | P07858 | hit rate 0.06% among 62,000; in the data active = inhibition above about 22%, passing the limit was not always enough;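 note: 0% = enzyme without compound and 100% = no enzyme blank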
# Ec RNAP inh – inhibitors of Escherichia coli RNA polymerase | hit rate 0.2% among 62,000 | E. coli RNA polymerase, fluorescence transcription assay | inhibition, %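 (tested at 10 µM)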 | AID 559 | P0A8V2; in the data active = inhibition above about 20%;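 note: 0% = enzyme without compound and 100% = no enzyme blank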
# Target sequence (P0A8V2 whole entry, looked up): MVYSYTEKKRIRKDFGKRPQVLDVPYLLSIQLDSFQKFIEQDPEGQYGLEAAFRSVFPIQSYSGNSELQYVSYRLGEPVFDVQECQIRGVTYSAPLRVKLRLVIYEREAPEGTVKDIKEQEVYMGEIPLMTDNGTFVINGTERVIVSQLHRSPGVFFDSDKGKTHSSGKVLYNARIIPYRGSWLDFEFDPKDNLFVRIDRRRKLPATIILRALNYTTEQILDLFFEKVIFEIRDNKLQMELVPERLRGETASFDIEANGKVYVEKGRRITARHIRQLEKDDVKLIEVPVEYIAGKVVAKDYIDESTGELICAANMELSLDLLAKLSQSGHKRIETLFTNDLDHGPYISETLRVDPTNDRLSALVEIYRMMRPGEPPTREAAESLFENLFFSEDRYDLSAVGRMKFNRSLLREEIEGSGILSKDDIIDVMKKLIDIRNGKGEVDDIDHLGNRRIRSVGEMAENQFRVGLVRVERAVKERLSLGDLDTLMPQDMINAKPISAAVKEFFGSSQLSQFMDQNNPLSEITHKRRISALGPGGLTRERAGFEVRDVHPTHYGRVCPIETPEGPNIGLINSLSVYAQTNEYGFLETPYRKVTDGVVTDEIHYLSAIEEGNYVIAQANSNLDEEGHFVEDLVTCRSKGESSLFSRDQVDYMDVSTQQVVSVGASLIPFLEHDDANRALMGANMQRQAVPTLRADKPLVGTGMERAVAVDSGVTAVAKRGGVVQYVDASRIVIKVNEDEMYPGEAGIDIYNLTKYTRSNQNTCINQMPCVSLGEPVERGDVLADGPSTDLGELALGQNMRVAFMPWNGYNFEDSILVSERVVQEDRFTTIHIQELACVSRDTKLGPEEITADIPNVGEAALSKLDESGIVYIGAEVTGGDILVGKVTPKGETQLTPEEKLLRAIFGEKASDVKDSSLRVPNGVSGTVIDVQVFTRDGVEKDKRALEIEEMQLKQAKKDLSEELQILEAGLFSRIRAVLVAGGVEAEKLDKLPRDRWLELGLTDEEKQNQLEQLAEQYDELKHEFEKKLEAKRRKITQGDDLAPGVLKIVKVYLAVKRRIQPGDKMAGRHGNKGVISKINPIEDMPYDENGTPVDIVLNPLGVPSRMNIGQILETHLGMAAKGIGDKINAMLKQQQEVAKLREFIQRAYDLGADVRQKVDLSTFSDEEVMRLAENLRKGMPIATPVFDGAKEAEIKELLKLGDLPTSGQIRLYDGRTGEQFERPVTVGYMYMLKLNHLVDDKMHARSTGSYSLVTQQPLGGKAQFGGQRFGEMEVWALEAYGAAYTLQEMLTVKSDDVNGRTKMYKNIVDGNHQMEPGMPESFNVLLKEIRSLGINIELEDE
# CatB inh – inhibitors of human cathepsin B; P07858; purified cathepsin B, fluorogenic substrate, fluorescence; inhibition, %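 (tested at 10 µM)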; hit rate 0.1% among 63,000; AID 453; in the data active = inhibition above about 21%;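 note: 0% = enzyme with no compound and 100% = no enzyme blank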
# Ecoli tolC – growth inhibitors of E. coli BW25113 tolC mutant; OD615; growth inhibition, % at 10 µM (by protocol); hit rate 2.2% among 65,000;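 active = growth inhibition at or above a cutoff equal to the mean over every tested compound plus 3 SD, cut at about 60% in these data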;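 note: growth measured after 20 h incubation at 37 °C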
#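 signal = optical density read at 615 nm | test system = E. coli ΔtolC::kan strain BW25113 | timing = 20 h compound exposure of bacteria at 37 °C | buffer or medium = LB medium plus 50 µg/mL kanamycin | compound dosing = 10 µM final, single dose | evaluation = % inhibition of E. coli growth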
# MKP-1 inh – inhibitors of human MKP-1 phosphatase | P28562 | recombinant MKP-1, OMFP hydrolysis fluorescence | inhibition, %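 (compounds tested at a single concentration somewhere between 10 and 100 µM)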 | hit rate 0.15% among 65,000;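 active = inhibition above about 50%, limit read from the data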;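 note: 0% = DMSO max control wells and 100% = wells with enzyme stopped by NaOH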
# D1 allo mod – allosteric modulators of human D1 dopamine receptor | P21728 | HEK293 D1, CRE-luciferase, dopamine EC30 potentiation; actives deviate in either direction | B-score at 10 µM | hit rate 5.9% among 58,000 | AID 641;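 active = luminescence count or its row- and column-corrected plate score outside the 99.7% band of the plate's sample wells, on either side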
# Cdc25B inh – human M-phase inducer phosphatase 2 inhibition. P30305. recombinant Cdc25B, OMFP fluorescence Ex485/Em525. AID 368. inhibition, %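 (compounds tested at 10 µM final in the well)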. hit rate 0.1% among 65,000; in the data active = inhibition above about 50%
# * = called active by the depositor; / = not tested or not shown.
SMILES,Hsp90 inh,AP ELISA ortho,CatB mix inh,Ec RNAP inh,CatB inh,Ecoli tolC,MKP-1 inh,D1 allo mod,Cdc25B inh
O=C(Nc1ccccc1NC(=O)NC1CCCCC1)NC1CCCCC1,3,6,0,6,-1,-3,7,0.019,3
CCOC(=O)c1c(CN2CCCCC2)n(C)c2cc(Br)c(O)c(CN(C)C)c12,-3,8,2,10,6,-12,-3,-1.1,-1
CCc1ccccc1S(=O)(=O)Cc1ccc(C(=O)NCc2ccc3c(c2)OCO3)o1,-1,19,3,1,-4,15,20,-1.7,-4
CCN(CC)P(=O)(/C(Cl)=C\Nc1c(C)n(C)n(-c2ccccc2)c1=O)N(CC)CC,-1,8,-1,5,1,-20,-12,1.3,-16
c1ccc(-c2oc3ncnc(NCCCn4ccnc4)c3c2-c2ccccc2)cc1,1,21,4,9,5,98*,16,3.8*,-14
Cc1cc2cc(CN(Cc3nnnn3C3CCCCC3)CC3CCCO3)c(=O)[nH]c2cc1C (stereo not drawn),-5,0,6,8,2,20,21,0.91,-15
CC1=CC(C)(C)N(C(=O)CSc2nccn2C)c2cc(C)ccc21,-2,3,1,2,3,6,3,-0.93,-3
O=C(Cn1c(=O)n(-c2ccc(F)cc2)c(=O)c2sccc21)N1CCCC1,2,8,-1,1,5,-16,7,-0.85,2
CCn1c(SCC(=O)c2ccc3c(c2)OCCO3)nnc1-c1ccco1,-2,18,-10,8,1,20,-6,-0.33,-35
COc1cc(C2C(C#N)=C(N)Oc3cc(C)n(CC4CCCO4)c(=O)c32)cc2c1OCO2 (stereo not drawn),3,3,2,6,5,5,-13,-0.24,-4

# Ordered by molar mass (smallest number first): some entries from above
SMILES,Hsp90 inh,AP ELISA ortho,CatB mix inh,Ec RNAP inh,CatB inh,Ecoli tolC,MKP-1 inh,D1 allo mod,Cdc25B inh
CCn1c(SCC(=O)c2ccc3c(c2)OCCO3)nnc1-c1ccco1,-2,18,-10,8,1,20,-6,-0.33,-35
c1ccc(-c2oc3ncnc(NCCCn4ccnc4)c3c2-c2ccccc2)cc1,1,21,4,9,5,98*,16,3.8*,-14
CCN(CC)P(=O)(/C(Cl)=C\Nc1c(C)n(C)n(-c2ccccc2)c1=O)N(CC)CC,-1,8,-1,5,1,-20,-12,1.3,-16

# Three compounds from above, sorted by the value under Cdc25B inh, lowest first.
structure,Cdc25B inh
CCN(CC)P(=O)(/C(Cl)=C\Nc1c(C)n(C)n(-c2ccccc2)c1=O)N(CC)CC,-16
c1ccc(-c2oc3ncnc(NCCCn4ccnc4)c3c2-c2ccccc2)cc1,-14
COc1cc(C2C(C#N)=C(N)Oc3cc(C)n(CC4CCCO4)c(=O)c32)cc2c1OCO2 (stereo not drawn),-4

# (continued)
SMILES,Hsp90 inh,AP ELISA ortho,CatB mix inh,Ec RNAP inh,CatB inh,Ecoli tolC,MKP-1 inh,D1 allo mod,Cdc25B inh
COc1ccc(-c2nnc(SCC(=O)Nc3sc4c(c3C#N)CCC4)n2CC2CCCO2)cc1 (stereo not drawn),-3,10,3,3,3,14,23,0.68,-18
O=C(CC1Oc2ccccc2NC1=O)NCCc1ccccc1 (stereo not drawn),-2,12,0,2,-4,-11,7,-0.44,-1
Cn1cccc1C(=O)OCC(=O)c1cc2ccccc2o1,/,9,2,5,-1,4,1,0.031,-4
CCCCNC(=O)N1CCOCCOCCN(C(=O)NCCCC)CCOCC1,-2,/,/,7,3,8,-19,-0.064,9
Cn1c(=O)c2c3c(sc2n2c(SCC(=O)c4ccc(Cl)cc4)nnc12)COC(C)(C)C3,2,4,-2,9,6,11,-4,0.0038,3
CC(=O)Nc1cccc(NC(=O)CSc2ncc(-c3ccc(Cl)cc3)n2Cc2ccco2)c1,2,19,0,5,1,94*,38,-0.78,-7
Nc1nnc(-c2ccccc2Cl)s1,-3,11,3,9,7,3,6,1.9,-6
O=c1/c(=C\c2ccc3c(c2)OCO3)sc2n1CCCN=2,0,3,-1,2,-1,-7,2,/,0
COc1ccccc1-c1cn(S(=O)(=O)c2ccc(C)cc2)nc1N,2,9,3,5,6,13,6,0.81,4
CCC(=O)Nc1nonc1-c1nc2ccccc2n1Cc1ccccc1,-4,14,1,5,4,20,1,3.3*,-6
CN1CCN(/C=N/c2c(C#N)cnn2C)CC1,-3,-19,-3,8,-1,-14,-1,-1.1,-1
CCOC(=O)N1CCN(C(=O)c2cc3c(=O)[nH]c4ccccc4c3s2)CC1,-4,17,-2,-1,-2,-1,25,1.1,-3
O=C(c1cccs1)N1CCN(C/C=C/c2ccccc2)CC1,-3,3,5,6,/,-15,5,0.83,19
Cc1cc(C(=O)N2CCCCCC2)cs1,-9,8,-6,10,1,2,8,0.88,-2
O=C(CCC1N=C2c3ccccc3N=C(SCc3ccccc3Cl)N2C1=O)NCc1ccco1 (stereo not drawn),-4,15,2,1,0,13,32,/,-4
Fc1ccccc1OCCSc1nnnn1-c1ccccc1,-3,0,-3,8,5,49,3,-0.81,-10
O=C1N(c2ccccc2)C2CS(=O)(=O)CC2N1c1ccc(Br)cc1 (stereo not drawn),0,6,-5,4,-4,-3,5,0.81,-2
C=CCNc1nc2c3ccccc3n(C(C)=O)c2s1,-6,5,3,9,3,11,21,6.2*,-3
CC(=O)OCC(=O)[C@@]1(O)[C@H](C)C[C@H]2[C@@H]3CCC4=CC(=O)C=C[C@]4(C)[C@@]3(F)[C@@H](O)C[C@@]21C,-1,16,9,7,/,14,-15,-0.23,11
C=CCN1C(=O)C(O)(CC(=O)c2ccc(OC)cc2OC)c2cc(Br)ccc21 (stereo not drawn),-12,16,1,10,1,12,8,/,-17

# Shown as a hit in D1 allo mod, of those listed so far:
molecule	AP ELISA ortho	CatB mix inh	Ec RNAP inh	CatB inh	MKP-1 inh	D1 allo mod	Cdc25B inh
c1ccc(-c2oc3ncnc(NCCCn4ccnc4)c3c2-c2ccccc2)cc1	21	4	9	5	16	3.8*	-14
CCC(=O)Nc1nonc1-c1nc2ccccc2n1Cc1ccccc1	14	1	5	4	1	3.3*	-6
C=CCNc1nc2c3ccccc3n(C(C)=O)c2s1	5	3	9	3	21	6.2*	-3

# Carrying on:
SMILES,Hsp90 inh,AP ELISA ortho,CatB mix inh,Ec RNAP inh,CatB inh,Ecoli tolC,MKP-1 inh,D1 allo mod,Cdc25B inh
CC(=O)c1cc2c(cc1NC(=O)CSc1nc3ccccc3o1)OCO2,-1,20,4,11,-1,-6,4,0.024,-14
CCCOc1ccc(OC(=O)c2ccc(Br)o2)cc1,2,8,2,2,-6,17,-11,0.46,-17
Cc1ccccc1-c1nc(CN2CCC(C(=O)NC3CCN(Cc4ccccc4)CC3)CC2)c(C)o1,-2,17,2,6,-3,2,-26,-1.5,-22
COC(=O)c1[nH]c2ccccc2c1NC(=O)CCN1CCN(C2CCCCC2)CC1,-4,13,-1,4,3,-8,12,-0.43,-1
O=C(O)C1CC(=O)N(Cc2cccnc2)C1 (stereo not drawn),-1,15,4,-2,3,-24,24,-0.084,-1
COc1ccc(C(=O)Nc2ccccc2C(=O)NC(C(=O)NCc2ccco2)C(C)C)cc1 (stereo not drawn),-14,-6,0,9,8,3,14,-1,-7
O=C(NC1CCCCCC1)C1c2ccccc2C(=O)N1Cc1cccnc1 (stereo not drawn),-1,3,2,3,6,2,3,0.016,-10
Cc1cccc(S(=O)(=O)C(C#N)c2nc3ccccc3nc2N2CCCC2)c1 (stereo not drawn),12,-3,4,-1,-1,44,31,0.8,1
O=C1CN(c2ccccc2F)C(=O)CN1c1ccccc1F,1,2,4,8,2,8,-7,-0.67,7
O=C(NCc1cn2ccccc2n1)c1ccc(Br)o1,-5,7,4,8,9,-7,2,-0.1,-3
O=C(O)C1C2C=CC(C2)C1C(=O)NCCCN1CCOCC1 (stereo not drawn),-2,0,-8,2,3,-22,-13,0.16,1
COCCCNC(=O)CCCC(=O)NCCCOC,-9,15,-4,7,3,-12,7,0.19,-11
O=S(=O)(c1cccc2nsnc12)N1CCc2ccccc2C1,-1,14,1,5,2,14,-10,1.3,-10
COC(=O)[C@H](Cc1ccccc1)NC(=O)NCCc1ccc(S(N)(=O)=O)cc1,1,-1,0,4,-1,-9,-18,0.46,4
Cc1noc(C)c1S(=O)(=O)N1CCC(C(=O)N2CCN(Cc3ccc4c(c3)OCO4)CC2)CC1,-2,16,0,6,2,-4,21,0.17,3
O=C1CCCC2=C1C(Cc1ccccc1)C1=C(CCCC1=O)O2,3,-1,11,7,6,1,1,-0.52,2
O=C(CCN1CCc2ccccc2C1)c1ccc2c(c1)OCCO2,-3,14,3,13,0,-9,-15,-1.1,2
CCN1CCN(Cc2coc3ccc(C)cc3c2=O)CC1,1,6,13,-10,1,0,-5,-0.13,-4
CCOC(=O)N1CCC(n2c(SCC(=O)NCCC3=CCCCC3)nc3ccccc3c2=O)CC1,-4,18,-5,0,-1,32,31,/,7
CSc1nc(-c2ccco2)nn1S(C)(=O)=O,-6,17,7,8,1,-19,-12,0.89,-15

# Profiles, looked up by structure. Screens in order: Hsp90 inh, AP ELISA ortho, CatB mix inh, Ec RNAP inh, CatB inh, Ecoli tolC, MKP-1 inh, D1 allo mod, Cdc25B inh
# CCC(=O)Nc1nonc1-c1nc2ccccc2n1Cc1ccccc1 as listed: -4, 14, 1, 5, 4, 20, 1, 3.3*, -6
# C=CCN1C(=O)C(O)(CC(=O)c2ccc(OC)cc2OC)c2cc(Br)ccc21 (stereo not drawn) as listed: -12, 16, 1, 10, 1, 12, 8, /, -17
# CCN(CC)P(=O)(/C(Cl)=C\Nc1c(C)n(C)n(-c2ccccc2)c1=O)N(CC)CC as listed: -1, 8, -1, 5, 1, -20, -12, 1.3, -16

# Other records follow:
SMILES,Hsp90 inh,AP ELISA ortho,CatB mix inh,Ec RNAP inh,CatB inh,Ecoli tolC,MKP-1 inh,D1 allo mod,Cdc25B inh
CCN(CC)CCNC(=O)NC1CCCCC1,-2,2,2,/,2,-22,3,-0.44,4
COC(=O)COC(=O)c1ccc(-n2nnnc2SC)cc1,-10,0,0,5,2,-17,13,0.17,-7
COc1ccc(OC)c(NC2c3ncccc3C(=O)N2Cc2ccco2)c1 (stereo not drawn),4,15,0,1,1,-6,27,8.7*,-7
CCC(=O)N1CCc2cc(Br)cc(S(=O)(=O)N3CCN(c4ccccn4)CC3)c21,/,21,2,6,-3,5,2,/,0
CCS(=O)(=O)NCc1cn2c(C)csc2n1,-6,10,2,-3,1,-10,-3,-0.0026,-15
CCn1c(SCC(=O)NCC(=O)Nc2ccc(F)cc2)nnc1-c1cccs1,0,18,-3,3,4,-5,19,3*,3
CN(C(=O)c1ccccn1)c1nnc(-c2cnccn2)s1,-3,14,-8,7,2,10,-2,-2,-7
CC12COC3(C(=O)Nc4ccc(Cl)cn4)CC1CCC32C (stereo not drawn),-1,4,2,4,2,-8,-5,0.39,-12
COc1cccc(C(=O)NC2CCSC2=O)c1 (stereo not drawn),1,16,-14,5,-2,-10,7,/,-3
Cc1cc(C)cc(N(CC(=O)N2CCN(c3ccccc3)CC2)S(=O)(=O)c2c(C)noc2C)c1,-5,27,8,7,-1,7,-1,-1.4,-13
CCOC(=O)c1[nH]c(Cc2[nH]c(C(=O)OCC)c(C)c2CCC(=O)OC)c(CCC(=O)OC)c1C,1,17,-2,2,0,7,23,2.1,-6
O=C(CCn1c(=O)c2sccc2n(CC(=O)NCc2ccco2)c1=O)NCc1ccccc1,0,9,9,1,9,-32,0,-0.51,-17
Cc1ccnc(Sc2nc3c(c(=O)[nH]c(=O)n3C)n2CCCc2ccccc2)n1,/,18,2,3,1,3,14,/,-6
